Rev-erbA mod: modulators of Rev-erb alpha DNA binding, primary screen, biochemical, FITC-DNA, fluorescence polarization, uHTS | Nuclear receptor subfamily 1 group D member 1 (Homo sapiens), P20393 | Rev-erbα–FITC-DNA binding, 90 min | activity, % at 10 µM | hit rate 0.79% among 370,000;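 active = activity above about 14%, limit read from the data; passing the limit was not always enough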;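 note: 0% = DMSO wells with 35 nM protein and 100% = DMSO wells with 750 nM protein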
ABHD4 inh: ABHD4 inhibitors, primary screen, biochemical, fluorescence polarization, mouse; (Lyso)-N-acylphosphatidylethanolamine lipase (Mus musculus), Q8VD66; purified mABHD4, FP-Rh probe fluorescence polarization; inhibition, % at 8.92 µM; hit rate 0.54% among 370,000;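 active = inhibition exceeding the mean over every tested compound plus 3 SD, cut at about 30% in these data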;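 note: 0% = plate median of compound wells and 100% = S159A mutant with DMSO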
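Assay system: mouse ABHD4 enzyme, wild type / Also added: fluorescent activity-based probe FP-Rh / Doses: single nominal dose of 8.92 µM, 0.89% DMSO final / Timing: 45 min compound pre-incubation plus 60 min probe step, 25 °C / Signal: FP readout, ex 525 nm / em 598 nm / Control set: S159A mutant/DMSO as 100%, compound-well median as 0%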
HTRA1 inhibitor: HTRA1 serine protease inhibitors, primary screen, biochemical, fluorescence polarization, HTS; AID 504803, 2011; inhibition, % at 5.96 µM; recombinant HTRA1, FP-rhodamine activity-based probe; hit rate 0.5% among 340,000; Q92743; in the data active = inhibition above about 36%;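 note: 0% = enzyme with DMSO and 100% = wells lacking enzyme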
Target sequence (Q92743 whole entry, looked up): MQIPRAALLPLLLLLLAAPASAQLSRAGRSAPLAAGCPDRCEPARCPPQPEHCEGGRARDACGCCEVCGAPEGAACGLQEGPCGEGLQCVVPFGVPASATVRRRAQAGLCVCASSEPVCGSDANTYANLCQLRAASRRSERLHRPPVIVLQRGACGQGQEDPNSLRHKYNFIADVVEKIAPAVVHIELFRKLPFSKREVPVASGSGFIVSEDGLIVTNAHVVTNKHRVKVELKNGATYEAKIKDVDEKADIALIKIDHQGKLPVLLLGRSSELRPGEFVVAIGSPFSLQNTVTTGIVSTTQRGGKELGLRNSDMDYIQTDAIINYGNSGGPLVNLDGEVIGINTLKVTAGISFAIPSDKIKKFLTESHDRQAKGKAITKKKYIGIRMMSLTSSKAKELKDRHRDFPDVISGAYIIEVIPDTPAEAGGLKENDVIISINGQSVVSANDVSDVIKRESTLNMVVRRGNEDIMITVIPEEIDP
ASAP1 GAP inh: inhibitors of human ASAP1 ArfGAP activity, primary screen, biochemical, fluorescence polarization; ASAP1-stimulated ARF1 GTP hydrolysis, GDP FP detection; Arf-GAP with SH3 domain, ANK repeat and PH domain-containing protein 1 (Homo sapiens), …; AID 624377, 2012; hit rate 0.19% among 360,000; inhibition, % at 16.5 µM; in the data active = inhibition above about 25%;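 note: 0% = vehicle with enzyme and substrate and 100% = no enzyme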
Target sequence (Q9ULH1 325-724 limits assumed): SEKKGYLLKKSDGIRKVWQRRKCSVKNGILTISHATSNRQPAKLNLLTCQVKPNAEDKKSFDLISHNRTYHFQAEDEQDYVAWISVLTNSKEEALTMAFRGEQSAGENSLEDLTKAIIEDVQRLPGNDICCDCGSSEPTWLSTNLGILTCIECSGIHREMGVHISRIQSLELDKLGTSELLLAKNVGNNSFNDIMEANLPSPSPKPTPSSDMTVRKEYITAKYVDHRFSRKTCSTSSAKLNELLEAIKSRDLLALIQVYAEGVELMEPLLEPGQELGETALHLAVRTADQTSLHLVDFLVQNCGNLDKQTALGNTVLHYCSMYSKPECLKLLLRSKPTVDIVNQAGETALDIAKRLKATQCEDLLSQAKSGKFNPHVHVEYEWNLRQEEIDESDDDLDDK
PG9 binder: binders of HIV-1 gp120 antibody PG9, primary screen, biochemical, TR-FRET; HIV-1 gp120 / PG9 antibody interaction; TR-FRET gp120-PG9 antibody binding; inhibition, % at 6.7 µM; hit rate 0.43% among 360,000; AID 624416, 2012; in the data active = inhibition above about 8.5%
GC-B act: human GC-B receptor activators, primary screen, HEK293 GC-B cells, cGMP TR-FRET, EC30 CNP. Atrial natriuretic peptide receptor 2 (Homo sapiens), P20594. 0% at EC30 CNP, 100% saturating CNP. activation, % at 10 µM. hit rate 0.11% among 370,000. AID 1920062, 2024;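 active = activation at 10 µM reaching about 35% in either raw or pattern-adjusted values, limit read from the data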
ARFGAP1 inh: inhibitors of rat ARFGAP1 GAP activity, primary screen, biochemical, fluorescence polarization, GDP tracer; ADP-ribosylation factor GTPase-activating protein 1 (Rattus norvegicus), Q62848; Arfgap1-stimulated ARF1 GTP hydrolysis, GDP FP detection; inhibition, % at 16.5 µM; hit rate 0.26% among 360,000; AID 651572, 2012;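 active = inhibition above a per-plate limit, mean inhibition of low control wells plus 3 SD, cut at about 25% in these data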;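 note: 0% = DMSO wells with enzyme and 100% = wells lacking Arfgap1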
Target sequence (Q62848 1-136 limits assumed): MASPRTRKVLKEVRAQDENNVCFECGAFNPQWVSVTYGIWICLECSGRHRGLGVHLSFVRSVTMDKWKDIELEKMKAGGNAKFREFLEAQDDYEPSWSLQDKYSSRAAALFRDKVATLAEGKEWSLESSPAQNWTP
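Material – truncated rat Arfgap1 GAP domain · Buffer or medium – HEPES-based buffer, pH 7.5 · Reagent – human ARF1(Δ1-17)-GTP substrate · Dosing – 16.5 µM single point, 1.26% DMSO · Schedule – GTP hydrolysis reaction 2 h at 25 °C · Technique – GDP detection by fluorescence polarization · Benchmarks – No-Arfgap1 wells (100%) versus DMSO full-reaction wells (0%) · Repeats – single replicate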
GC-A act: GC-A stimulated cGMP production enhancers – HEK293 GC-A cells, cGMP TR-FRET, EC30 ANP, primary screen; Atrial natriuretic peptide receptor 1 (Homo sapiens), P16066; 0% at EC30 ANP, 100% saturating ANP; activation, % at 10 µM; hit rate 0.14% among 370,000; in the data active = activation above about 40%
SMARCA2 activ: SMARCA2 (BRM) function activators, primary screen, cell-based, luminescence, high throughput. MG213 cells, MMTV-luciferase reporter, dexamethasone, overnight. activation, % at 9.1 µM. hit rate 1% among 370,000. AID 652017, 2013; in the data active = activation above about 7.8%;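 note: 0% = vehicle wells and 100% = reference activator wells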
rCAG binder: binders of r(CAG) RNA repeats, primary screen, biochemical, fluorescence. r(CAG) RNA repeat, TO-PRO-1 dye displacement fluorescence. inhibition, % at 3 µM. hit rate 1.3% among 370,000;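 active = inhibition above the plate cutoff, the mean of all test compounds on that plate plus 3 SD, cut at about 35% in these data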;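 note: 0% = DMSO alone and 100% = 100 µM mitoxantrone as full dye displacement; higher means more dye released from RNA so lower well fluorescence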
Numbers without * were called inactive; x = not tested or not shown; & = joins results of further samples.

SMILES | Rev-erbA mod | ABHD4 inh | HTRA1 inhibitor | ASAP1 GAP inh | PG9 binder | GC-B act | ARFGAP1 inh | GC-A act | SMARCA2 activ | rCAG binder
Nn1c(SCC(=O)N2CCN(S(=O)(=O)c3ccc(Cl)cc3)CC2)nnc1-c1cccs1 | 2 | 1 | 4 | -7 | -0.6 | -4 | 4 | 6 | 1 | 1
CN(c1ccccc1)S(=O)(=O)c1ccc(NC(=O)C2CC2)cc1 | 2 | -4 | -15 | 7 | -1.6 | -2 | 4 | 3 | 1 | -2
S=c1[nH]nc(-c2n[nH]c3c2CCC3)n1N=Cc1c[nH]c2ccccc12 | -1 | 7 | x | x | x | -5 | x | 0 | -3 | 13
COc1ccc(OC)c(S(=O)(=O)N2CCC(C(=O)NCc3ccncc3)CC2)c1 | 0 | 5 | 1 | 9 | 0.6 | 2 | 0 | 1 | -1 | 2
CCOC(=O)Nc1cc2c(C)cc(=O)oc2cc1C | 2 | 0 | -4 | -6 | 3.6 | 3 | 7 | 3 | -1 | 3
NC(=S)N=Nc1c(O)n(CC(=O)Nc2ccccc2)c2ccccc12 | 0 | 1 | -10 | -11 | -0.3 | -8 | -4 | -11 | -2 | 16
O=C(N/N=C/c1ccc2c(c1)OCO2)c1ccc(Cl)cc1Cl | 0 | -3 | -7 | 8 | -2.7 | -6 | -4 | -2 | 1 | 1
COc1ccccc1CNC(=O)COC(=O)COc1ccccc1Cc1ccccc1 | 7 | 4 | -23 | -5 | 0.2 | 2 | 5 | -1 | -1 | -4
C#CCCc1ccccc1/C=[N+](/C)[O-] | -3 | 11 | 8 | -6 | -0.4 | 0 | -15 | -2 | 1 | 1
O=C(CSc1nc(C2CC2)nc2ccccc12)N1c2ccccc2Sc2ccc(C(F)(F)F)cc21 | -2 | -5 | -37 | 6 | 0.4 | -6 | 5 | 2 | -3 | 8
O=C(c1cnn2c(C(F)(F)F)cc(-c3ccco3)nc12)N1CCc2ccccc2C1 | -9 | 16 | -3 | -4 | -2.0 | 4 | -4 | 10 | -2 | 7
COc1ccc(NC(=O)CNC(=O)CC23CC4CC(CC(C4)C2)C3)c(OC)c1 | -7 | -15 | 3 | 0 | -1.2 | -1 | 0 | 5 | 1 | -8
CCc1ccc(NC(=S)N2CCCCCCC2)cc1 | 8 | 2 | 1 | 7 | -0.4 | 0 | 2 | 3 | 0 | -5
CCCC(=O)Nc1ccc2c(c1)c1ccccc1n2CC | 2 | 20 | -2 | 7 | 0.5 | -5 | -9 | -3 | 1 | 2
CSCCC(NC(=O)c1ccco1)C(=O)NCC(C)(C)N1CCOCC1 (centres undefined) | 2 | 2 | 10 | -11 | -1.1 | 9 | 3 | 2 | 2 | 0
N#Cc1ccc(/C=C/C(=O)c2cccnc2)cc1 | -1 | 4 | -2 | -2 | -0.4 | -2 | 7 | 5 | -2 | 1
CCn1cc(CN2CCC(n3nccc3NC(=O)CCOc3ccccc3)CC2)c(C)n1 | 3 | 1 | 1 | 1 | -2.4 | -1 | 14 | 1 | 1 | -3
CCOc1ccc(CN(C)CC(=O)Nc2cc(OC)c([N+](=O)[O-])cc2C)cc1 | 0 | -4 | -3 | -2 | -3.0 | -3 | 1 | -3 | 0 | 2
CCC(C)[C@H]1CNC(=S)N1CCC12CC3CC(CC(C3)C1)C2 (some centres undefined) | -1 | 5 | -3 | 6 | 2.1 | 7 | -5 | 4 | 1 | 2
Cc1cccc(C(=O)OCC(=O)c2cccc(Br)c2)c1O | 19* | 0 | -3 | -3 | 0.6 | -2 | 0 | -2 | 0 | 2
N#Cc1cc2c(nc1SCc1ccncc1)CCC2 | -4 | 5 | 1 | 0 | -4.4 | 0 | 0 | 1 | 12* | 4
CCOc1ccc(C2C(C#N)=C(N)SC(N)=C2C#N)cc1OCC | -3 | -7 | -20 | 2 | 2.2 | -1 | -2 | 5 | -1 | 20
COC(=O)CC(NC(=O)c1ccco1)c1ccc(C(C)C)cc1 (centres undefined) | 6 | 2 | -6 | 7 | -2.7 | 2 | -10 | 1 | 0 | -8
NC(=O)NO | -4&-1 | 8 | -1 | -2 | -0.5 | -1 | -1 | 0 | 2 | 2
CCCN1CCN(C(=O)CN2C(=O)COc3ccc(S(=O)(=O)N(CC)CC)cc32)CC1 | -5 | 3 | 10 | -12 | -2.2 | 2 | 3 | 6 | -1 | -5
Cc1ccc2c(CN3CCC(C(N)=O)CC3)cc(=O)oc2c1C | -1 | 7 | -2 | -12 | -0.6 | 24 | -3 | 20 | -2 | 3
Cc1ccccc1SCC(=O)OCC(=O)N1CC(=O)Nc2ccccc21 | -1 | 1 | -3 | -6 | 0.7 | -1 | -17 | 2 | -1 | 0
NC(=S)NNc1cc(Cl)cc(Cl)c1 | -1 | 5 | 5 | 2 | -0.6 | -2 | 0 | -3 | -2 | 3
CNC(=O)Nc1ccccc1F | 4 | -1 | 0 | 10 | -1.9 | 4 | 11 | -6 | 1 | 1
Clc1ccc(-c2csc(-c3cccnc3)n2)s1 | -7 | -4 | -33 | 5 | 1.3 | -8 | 6 | -2 | 2 | 5

3 entries from above, with values under each structure:
Second line of a record – Rev-erbA mod	ABHD4 inh	HTRA1 inhibitor	ASAP1 GAP inh	PG9 binder	GC-B act	ARFGAP1 inh	GC-A act	SMARCA2 activ	rCAG binder
> NC(=S)NNc1cc(Cl)cc(Cl)c1
  -1	5	5	2	-0.6	-2	0	-3	-2	3
> CNC(=O)Nc1ccccc1F
  4	-1	0	10	-1.9	4	11	-6	1	1
> Clc1ccc(-c2csc(-c3cccnc3)n2)s1
  -7	-4	-33	5	1.3	-8	6	-2	2	5

The list continues:
SMILES | Rev-erbA mod | ABHD4 inh | HTRA1 inhibitor | ASAP1 GAP inh | PG9 binder | GC-B act | ARFGAP1 inh | GC-A act | SMARCA2 activ | rCAG binder
Cc1ccc(C)c(N2CCN(C(=O)CCCn3ncn4c(cc5occc54)c3=O)CC2)c1 | 0 | 4 | -2 | 9 | 0.6 | -5 | 8 | -7 | -2 | -3
OCc1cn(-c2ccccc2)nc1-c1ccc2c(c1)OCCO2 | -1 | -2 | -19 | 4 | -2.5 | -1 | -2 | -1 | 7 | -1
COc1cccc(C(=O)Nc2ncc3c(n2)CC(C)CC3=O)c1 (centres undefined) | -4 | 3 | 8 | 5 | 0.0 | 1 | -7 | -1 | 2 | -2
COc1ccc(N(CC(=O)N/N=C/c2cccnc2)S(=O)(=O)c2ccccc2)c(OC)c1 | -2 | 8 | -3 | 13 | 0.5 | -4 | 3 | -2 | 1 | -2
CC1=NOC(=O)/C1=C\c1ccc(-c2ccc(Br)cc2)o1 | -6 | 21 | -2 | -17 | 0.0 | -5 | -16 | 34 | -1 | 26
Cc1ccc(/C(O)=C2/C(=O)C(=O)N(CC(=O)O)C2c2ccc([N+](=O)[O-])cc2)cc1 (centres undefined) | 1 | 25 | 2 | 9 | 0.5 | 5 | -6 | -1 | 2 | 4
CCn1cnc2c(oc3ccccc32)c1=O | -3 | -4 | -8 | -2 | -0.8 | 1 | -1 | 3 | -3 | -3
O=C(CCCn1c(=S)[nH]c2ccsc2c1=O)NCc1ccco1 | -6 | 5 | 0 | -9 | -0.2 | -9 | 2 | 1 | -2 | 1
CC(C)(C)C(=O)NC(=C(Cl)Cl)P(=O)(O)O | 2 | 2 | 0 | -8 | 1.0 | 3 | -6 | -4 | -2 | -1
CCCCN1CC(C)(C)[C@H](CC(=O)NC)C1=O | -1 | -1 | 5 | -1 | -0.5 | -4 | -8 | 1 | -4 | 2
COc1cc(C(F)(F)F)nc2c(Br)c(C(C)(C)C)nn12 | 6 | -7 | x | -2 | -2.1 | 1 | 8 | 4 | 0 | -6
CCN1CCN(C(=O)C2CCN(S(=O)(=O)c3cccc4cccnc34)CC2)CC1 | 14 | 2 | -5 | 8 | -0.8 | -8 | -7 | 0 | 1 | 3
Cn1c(Cc2ccccc2)nnc1SCC(=O)NCCc1ccccc1 | 3 | 2 | 6 | -1 | -3.3 | -1 | 10 | 0 | -4 | -3
COC(=O)C(C(=O)OC)c1ccccc1CNS(=O)(=O)c1ccc(C)cc1 | 8 | 7 | x | 1 | -0.3 | 1 | -8 | -2 | 1 | 0
O=C(OCn1ncc(Cl)c(Cl)c1=O)c1ccc(C(F)(F)F)cc1 | -3 | -4 | -1 | 1 | 0.8 | 34 | 1 | 31 | 6 | -4
CC1(C(=O)Nc2cccc3ccccc23)CC1(Br)Br (centres undefined) | 6 | 6 | 12 | -7 | -1.2 | -2 | 3 | 0 | -4 | 3
COC(=O)[C@]1(C#N)CC(=O)N(C(C)C)[C@@H]1c1ccccc1 | 0 | -2 | x | x | x | -2 | x | 1 | 2 | -1
CC(C)(O)c1cc2ccc(C#Cc3ccsc3)cc2c(=O)o1 | -3 | -11 | -27 | 8 | -1.0 | -8 | 2 | 2 | 5 | 2
CS(=O)(=O)N(CC(=O)NCc1ccco1)c1ccc2c(c1)OCO2 | -4 | 3 | 4 | -4 | -3.6 | 0 | 1 | -2 | -2 | 7
CC(C)(C)OC(=O)N1CCC(C(N)=O)CC1 | 3 | 6 | -4 | -1 | -1.5 | 8 | -13 | 3 | 1 | 1
Cc1cc(=O)n(CNC(=O)c2ccccc2)c(=S)[nH]1 | 1 | 3 | 2 | 0 | 1.9 | -5 | -12 | 3 | -4 | -1
CC1CCN(CCCCOc2cccc(C(C)C)c2)CC1 | 3 | 16 | 1 | 2 | -1.4 | 7 | -4 | -6 | 0 | 0
O=C(/C=C/Nc1ccccc1F)c1cccs1 | 5 | 2 | -2 | 18 | -0.2 | -3 | 2 | 4 | 6 | 1
COC(=O)[C@]12C[C@H](CC(=O)NCCC(C)C)C(=O)N(CCC3=CCCCC3)C1=C[C@H](C(C)(C)C)O[C@@H]2C | 0 | -12 | x | -5 | 0.1 | 9 | -11 | -1 | -9 | 5
Cc1cccc(N(C(=O)c2snc(C(N)=O)c2N)C(C(=O)NC2CCCC2)c2ccco2)c1 (centres undefined) | -3 | -2 | 0 | -1 | -1.0 | -9 | 2 | -7 | -1 | 3
CCOc1ccc2c(c1)n([O-])c1c([n+]2=O)CCCC1 | 2 | 8 | 5 | -1 | -3.9 | -6 | -14 | 1 | 1 | 1

From PubChem BioAssay
